# Nrf2 block: Nrf2 qHTS screen for inhibitors. A549 ARE-Fluc reporter, luciferase luminescence, 18-24 h. Potency, µM (top dose mostly 46 µM), for inactives: at the highest dose activity change, negative = inhibition, most hits filed as inhibitors. actives 2.1% (n = 360,000). AID 504444, 2011; also: potency is read from the fitted curve at half-maximal effect; % is scaled to controls: 0 for no effect and ±100 for the full control effect; nearly all actives have a fitted effect of over 60% in size
#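 Two sequential reads on A549 ARE_Fluc cells exposed to compound for 18-24 h: a CellTiter-Fluor fluorescence read for viability, then a luciferase luminescence read for Nrf2/ARE activity.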
# Nrf2 activator: qHTS of Nrf2 Activators. actives 0.31% (n = 410,000). AREc32 ARE-luciferase reporter (MCF7-derived line), luminescence, 24 h. Potency, µM (highest dose often 46.1 µM), for the others: at the top dose activation, usual class: activators; also: potency is read from the fitted curve at half-maximal effect; % of control where 0% means no effect; nearly all actives have a fitted effect of over 65% in size
#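 AREc32 cells carrying an ARE-driven firefly luciferase reporter were seeded at 1000 cells/well in OPTI-MEM with 5% FBS, then exposed to compound for 24 hr at 37 deg C. Luminescence was read with Steady-Glo after 30 min at RT.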
# ATXN viability: Viability Counterscreen for Primary qHTS for Inhibitors of ATXN expression; S2 cells (HEK-293 line with an ATXN2-luciferase reporter) viability, CellTiter-Fluor protease fluorescence, 24 h; Potency, µM (doses to about 56.7 µM), hits mostly cytotoxic; actives 0.49% (n = 400,000); AID 651635, 2014; also: potency is read from the fitted curve at half-maximal effect; nearly all actives have a fitted effect of over 40% in size
# CCT chaperon mod: High-Throughput Screening for Modulators of Cytosolic Chaperonin Activity | purified chaperonin ATPase assay, HTRF ADP detection, 30 min | activity change, % (no concentration beside the values), hits read low | actives 0.3% (n = 360,000); in the data active = activity change below about -30%; also: % is scaled to controls: 0 for no effect and ±100 for the full control effect
#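 Nucleotide hydrolysis assay: TRiC at 20–40 nM final (set by batch activity) with 10 uM ATP, 30 min at 37 °C, in presence of 76 uM compound. Detection by competitive ADP HTRF, 30 min ambient.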
# Mm-Cpn inhibitor: Inhibitors of TCP-1 ring complex (TRiC) of Methanococcus maripaludis (MmCpn): qHTS | Potency, µM (titrated, usually from 76.9 µM), for inactives: at the top dose activity, negative = inhibition, hits mostly inhibitors | actives 0.031% (n = 330,000) | Chaperonin Mm-Cpn (Methanococcus maripaludis) | purified Mm-Cpn ATPase, ADP Transcreener TR-FRET; also: potency is read from the fitted curve at half-maximal effect; % is scaled to controls: 0 for no effect and ±100 for the full control effect; nearly all actives have a fitted effect of over 80% in size
#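 Purified archaeal chaperonin (25 nM final) was preincubated with compound for 10 min at 37°C, then ATP (10 uM final) was added for 30 min at 37°C in Tris pH 7.4/KCl/MgCl2/DTT buffer. ADP was quantified by HTRF Transcreener TR-FRET.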
# Akt phos inh: HTS Assay for Inhibitors of Akt Phophorylation: Primary Screen. Neuro2A IGF-stimulated pAkt S473 HTRF, 20 min; hits give low values. AID 651550, 2012. actives 0.32% (n = 360,000). activity change, % for hits at 50 µM; in the data active = activity change below about -80%; inconclusive = mostly about -51% to -80%; also: % is scaled to controls: 0 for no effect and ±100 for the full control effect
#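 Neuro2A cells in DMEM with 0.5% FBS, overnight at 37 deg C, given compound at single 50 µM final, then IGF (6 nM final) for 20 min at 37 deg C. Lysed; phospho-Akt Ser473 by HTRF after 24 h, 665/615 ratio.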
# TGFb inhibitor: qHTS for Inhibitors of TGF-b | Potency, µM (top dose mostly 46.1 µM), for inactives: at the top dose activity, negative = inhibition, usual class: inhibitors | HepG2 CAGA-GFP TGF-b/SMAD3 reporter, GFP fluorescence, 18 h; TGF-beta stimulated, 500 pg/mL final | actives 1.2% (n = 410,000); also: potency is read from the fitted curve at half-maximal effect; % is scaled to controls: 0 for no effect and ±100 for the full control effect; nearly all actives have a fitted effect of over 65% in size
#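 Inhibition of TGF-beta-driven CAGA-GFP reporter expression in HEPG2 cells is measured by cellular GFP fluorescence after 18 h stimulation with 500 pg/mL recombinant TGF-beta in 1% FBS medium at 37 degrees C.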
# A549 viability: Nrf2 qHTS screen for inhibitors: counterscreen for cytotoxicity | AID 504648, 2011 | actives 0.16% (n = 390,000) | A549 ARE-Fluc cells, CellTiter-Fluor viability, 18-24 h | Potency, µM (doses to about 46 µM), inactives show at the highest dose activity change, negative = cytotoxicity, usual class: inhibitors; also: potency is read from the fitted curve at half-maximal effect; % is scaled to controls: 0 for no effect and ±100 for the full control effect
#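 A549 ARE-Fluc cells in 5% FBS OPTI-MEM, 5000 cells/well, rested 2 h then exposed to compounds in concentration-response for 18-24 h at 37 °C. Viability by CellTiter-Fluor fluorescence (Ex 405/Em 525) after 30 min; luciferase luminescence (BugLite, 15 min, RT) read afterwards.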
# HepG2 viability: qHTS for Inhibitors of TGF-b: Cytotox Counterscreen; HepG2 CAGA-GFP viability, ATP luminescence, 18 h; Potency, µM (doses to about 46.1 µM), for the others: at the top dose activity change, negative = cytotoxicity, hits mostly cytotoxic; actives 0.76% (n = 410,000); AID 588856, 2011; also: potency is read from the fitted curve at half-maximal effect; some results filed as inactive show a strong effect at the top dose
#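 CellTiter-Glo luminescence gave cytotoxicity after 18 hours at 37 degrees C. The cells were HepG2 CAGA-GFP in 1% FBS DMEM, stimulated with 500 pg/mL TGF-beta after compound addition. %Activity was normalised to no-cell wells (complete cell-killing) and DMSO (no toxicity), and curves were fitted and classified.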
# An asterisk follows results filed as active; i = inactive; u = inconclusive; x = no result given; & = joins results of further samples; [ ] = another dose, or the depositor's remark. Unless noted, calls follow the shape of the dose curve; as a rule, active = well fitted curve in the direction sought with a large enough effect; inconclusive = small, poorly fitted or top-dose-only effect, or another doubt; inactive = no such curve, though single readings can be large; an effect the other way counts as inactive or inconclusive. Hits appear at their usual frequency; overall some 4.4% were active at least once.
SMILES,Nrf2 block,Nrf2 activator,ATXN viability,CCT chaperon mod,Mm-Cpn inhibitor,Akt phos inh,TGFb inhibitor,A549 viability,HepG2 viability
CCOC(=O)COc1ccc(S(=O)(=O)Nc2ccc3c(c2)OCCO3)cc1,14%,0.8%,i,2.3,4%,i,-27%,-2%,-16%
CN1C(=O)C2C(c3ccc(N(C)C)cc3)NN(Cc3ccccc3)C2C1=O (stereo unspecified),6%,3.7%,i,1.5,-3%,i,0%,1%,0%
CCN(C(=O)c1cc2c(C)nc3ccccc3c2o1)c1cc(Cl)ccc1OC,u,3.7%,i,-2.0,-8%,i,10µM*,-16%,8%
O=C(CN1CCN(c2ccccc2)CC1)Nc1ccc2c(c1)CCC2,13%,4.2%,i,0.7,-2%,i,6%,0%,14%
COc1ccc(-n2c(-c3ccc(Cl)cc3)cc3c2CC(C)(C)CC3=O)c(OC)c1,u,0.2%,u,x,x,x,18µM*,1%,-50%
O=C1NC[C@H](CCCCN2C[C@H](Cc3ccccc3)N(CCC3CCCCC3)C(=O)C2=O)N(Cc2ccccc2)C1=O,x,0.1%,i,2.3,x,i,x,x,x
CC(C)[C@H](NC(=O)C1CC(=O)N(c2ccc3c(c2)OCO3)C1)C(=O)NC1CCCC1 (stereo partly specified),u,0.3%,i,-0.8,3%,x,4%,-10%,2%
COC(=O)c1ccccc1NC(=O)c1cc(-c2cccs2)on1,u,u,u,0.0,-2%,i,17%,-16%,-2%
COCCCNCc1cc(C)n(-c2cc(S(=O)(=O)N3CCOCC3)ccc2N2CCCC2)c1C,5%,-0.2%,i,-3.7,x,i,3%,-1%,-14%
COc1cc(/C=C/C(=O)c2c(O)cc(C)oc2=O)cc(OC)c1O,-24%,6.2%,i,-0.4,-2%,i,14%,-12%,-2%
O=C(CSc1ccc2nnc(-c3cccc(F)c3)n2n1)NCc1ccco1,u,3.6%,i,-0.7,-4%,i,-2%,-8%,7%
COc1ccc(-c2nc3c(c(SCc4ccc(Br)cc4)n2)Cc2c(CO)cnc(C)c2O3)cc1,19%,1.0%,i,x,x,x,-26%,3%,-5%
O=C(CSc1ncn[nH]1)NCCC(c1ccccc1)c1ccccc1,x,-0.7%,i,-0.6,2%,i,5%,-6%,-2%
CCOC(=O)C1=C(C)NC(=O)NC1/C=C/c1ccccc1 (stereo unspecified),-2%,8.2%,i,2.1,0%,i,1%,24%,-13%
CCc1c(C)nc2cc(-c3ccc(Cl)cc3)[nH]n2c1=O,u,5.6%,i,0.0,1%,i,1%,-5%,-71%
Cc1ccc(NC(=O)Nc2ccc(Cl)c(Cl)c2)nc1,u,0.0%,i,0.5,0%,i,8%,-2%,-8%
COc1cccc(C(=O)Nn2cnnc2)c1OC,1%,-0.1%,i,-0.6,0%,i,5%,-7%,-8%
O=C(/C=C/c1ccc([N+](=O)[O-])cc1)NCC1CCCO1 (stereo unspecified),29%,-0.2%,i,0.9,-2%,i,11%,1%,-39%
CC(C)(CNS(=O)(=O)c1ccc(F)cc1)CNS(=O)(=O)c1ccc(F)cc1,-9%,-0.7%,i,-1.2,3%,i,-8%,-3%,6%
Cc1ccc(NC(=O)CCCc2c[nH]c3ccccc23)nc1,-11%,-0.2%,i,-2.0,3%,i,-23%,-5%,-31%
CCN(CC)S(=O)(=O)c1ccc(C)c(NC(=O)Cn2cnc3cc([N+](=O)[O-])ccc3c2=O)c1,u,2.9%,i,-0.5,-1%,i,-23%,-1%,0%
C[C@@H]1CN([C@@H](C)CO)C(=O)CCCn2cc(nn2)CO[C@H]1CN(C)S(=O)(=O)c1ccccc1,x,-0.4%,i,1.2,x,i,-4%,x,11%
Cc1cc(C(C)(C)C)cc(S(=O)(=O)Nc2ccc(C(=O)O)cc2)c1C,-6%,-0.1%,i,-1.9,0%,i,-2%,1%,1%
CCOC(=O)c1c(C)[nH]c(C(=O)OCCOc2ccc(Cl)cc2)c1C,10%,-0.2%,i,-4.2,-3%,i,-4%,0%,-12%
COc1ccc(OC)c(Nc2nc(-c3sc(NC(=O)CC(C)C)nc3C)cs2)c1,-16%,2.6%,u,-0.7,-26%,i,-3%,-5%,0%
CC(C)n1c(=O)c2c(O)cc(=O)oc2c2ccccc21,20%,-0.3%,u,-1.5,-6%,i,u,-15%,-15%
CC1(Cc2ccc(Cl)c(Cl)c2)C(=O)Nc2ccc(S(=O)(=O)NC3CCCCC3)cc21 (stereo unspecified),x,-2.7%,i,-1.6,x,i,13µM*,x,-97%
COC(=O)[C@]1(C)N[C@H](CN(C)C(=O)Nc2ccc(OC)cc2)[C@@H]2C(=O)N(Cc3ccccc3)C(=O)[C@@H]21,7%,-0.3%,i,0.4,-3%,i,-1%,1%,11%
COC(=O)c1ccc2nc(-c3cccc(Br)c3)c(Cc3ccsc3)n2c1,x,15%,i,1.7,x,i,u,x,2%
CC(C)(C)S(=O)(=O)c1ccc2nc3c(n2c1)CCCC3,9%,0.2%,i,1.2,-1%,i,15%,-3%,-8%
Cc1nc(-c2ccc(S(=O)(=O)N3CCN(Cc4ccccc4)CC3)s2)cs1,16µM*,-0.1%,i,1.4,-2%,i,-24%,3%,-2%
CCOc1ccccc1C(=O)Nc1ccc(-n2nncc2C(C)(C)C)cc1,4%,-0.4%,i,-2.3,-1%,i,u,3%,-25%
Cc1ccc(NC(=S)N(CCN2CCOCC2)Cc2cc3cc4c(cc3[nH]c2=O)OCCO4)cc1,-14%,3.0%,i,-1.3,-2%,i,14%,-2%,-5%
COC(=O)CSc1nc(C)c(C(=O)Nc2ccccc2C)c(-c2ccc(Cl)cc2)c1C#N,0%,2.7%,i,-0.4,u,i,-3%,2%,-14%
O=C(C[C@H]1C[C@H](C(=O)N2CCCCC2)[C@@]2(CCc3ccccc3)c3[nH]c4cc(-c5ccco5)ccc4c3CCN2C1=O)NCCN1CCOCC1,-3%,-4.4%,x,0.6,-2%,i,u,-12%,-99%
CC(C)c1ccccc1NC(=O)COC(=O)CCN1C(=O)/C(=C\C=C\c2ccccc2)SC1=S,10µM*,9.3%,u,0.5,2%,i,-2%,u,4%
N#Cc1ccccc1NC(=O)C(=O)NCC(c1cccnc1)N1CCN(c2ccccc2)CC1 (stereo unspecified),-10%,-0.4%,i,x,x,x,163%[activator],-23%,119%
N#Cc1nc(COc2ccc(Cl)cc2)oc1N1CCN(Cc2ccccc2)CC1,x,-0.2%,u,-0.9,-1%,i,8%,-1%,-1%
COc1cc2c(cc1OC)C(c1ccccc1O)NCC2 (stereo unspecified),0%,-0.1%,u,-0.5,0%,i,2%,-9%,-1%
CN1CCN(S(=O)(=O)c2cccc([N+](=O)[O-])c2)CC1,2%,0.1%,i,-2.8,x,i,-2%,1%,37%

# TGFb inhibitor: entries above that show a hit.
smiles | CCT chaperon mod | Mm-Cpn inhibitor | Akt phos inh | TGFb inhibitor
CCN(C(=O)c1cc2c(C)nc3ccccc3c2o1)c1cc(Cl)ccc1OC | -2.0 | -8% | i | 10µM*
COc1ccc(-n2c(-c3ccc(Cl)cc3)cc3c2CC(C)(C)CC3=O)c(OC)c1 | x | x | x | 18µM*
CC1(Cc2ccc(Cl)c(Cl)c2)C(=O)Nc2ccc(S(=O)(=O)NC3CCCCC3)cc21 (stereo unspecified) | -1.6 | x | i | 13µM*

# Next section
SMILES,Nrf2 block,Nrf2 activator,ATXN viability,CCT chaperon mod,Mm-Cpn inhibitor,Akt phos inh,TGFb inhibitor,A549 viability,HepG2 viability
COc1ccccc1-c1n[nH]c2c1[C@H](C)CC[C@H]2C(C)C,-7%,2.4%,i,-0.1,-2%,i,u,0%,-47%
CCNC(=O)CC1SC(=Nc2cccc(Cl)c2C)N(C)C1=O (stereo unspecified),u,0.3%,i,-1.2,2%,i,0%,5%,-29%
COCCNC(=O)C1(C(F)(F)F)CC(CCCO)CCCO1 (stereo unspecified),6%&20%,4.7%,i,-0.3,x,i,-5%&-4%,0%&-2%,0%&-2%
Cc1ccccc1/C=C/c1nc2ccccc2c(=O)n1CCc1ccccc1,-7%,7.1%,x,-3.0,1%,i,-8%,6%,-6%
CCC(CC)c1nnc(NC(=O)CCc2ccc(OC)cc2)s1,-21%,-0.7%,i,-1.2,-1%,i,-5%,-1%,-9%
O=C(c1ccc2c(c1)OCO2)[C@@H]1[C@@H]2C(=O)N(C3CCCCC3)C(=O)[C@@H]2C2c3ccccc3C=CN21 (stereo partly specified),11%,0.1%,i,3.1,-19%,i,-14%,-10%,-25%
CCOC(=O)C1=NOC(Cn2cc(C#N)c(=O)n(C)c2=O)C1 (stereo unspecified),18%,-0.2%,i,-7.4,1%,i,-4%,7%,-7%
Cc1cccc(C)c1NC(=O)CSc1nnc(Cc2ccccc2)o1,-14%,-0.2%,i,1.2,0%,i,-8%,-1%,-3%
CCOC(=O)C1(CC2CC2)CCN(C(=O)c2cc(C3CC3)nc3ccccc23)CC1,u,-0.3%,i,2.1,3%,i,-24%,4%,-16%

# Individual results from above:
# Mm-Cpn inhibitor, Cc1cccc(C)c1NC(=O)CSc1nnc(Cc2ccccc2)o1 is entered as 0%
# Nrf2 block, O=C(c1ccc2c(c1)OCO2)[C@@H]1[C@@H]2C(=O)N(C3CCCCC3)C(=O)[C@@H]2C2c3ccccc3C=CN21 (stereo partly specified) is entered as 11%
